# NCF1 inh: p47phox (human) inhibition; P14598; p47phox/p22phox peptide binding, fluorescence polarization, 2 h; inhibition, % at 24.7 µM; hit rate 0.53% among 220,000;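 active = inhibition above about 30%, limit read from the data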;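 note: 0% = p47phox with labelled peptide and 100% = labelled peptide alone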
# TbHK1 inh: T. brucei hexokinase 1 inhibition | recombinant TbHK1, G6PDH-coupled NADH A340 | inhibition, % at 10 µM | hit rate 0.11% among 220,000;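 active = inhibition of 50% or more in the single-dose primary screen; inactive = inhibition below 50%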
# zVAD death inh: L929 zVAD cell death inhibition | hit rate 0.38% among 220,000 | L929 zVAD necroptosis rescue, ATP luminescence, 24 h; with zVAD 60 µM | viability rescue, % at 10 µM | AID 1377;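 active = activation, scaled between plate controls, above about 75%, limit read from the data; inactive = activation under that limit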;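 note: 0% = zVAD with DMSO and 100% = DMSO alone without zVAD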
# EBV gp42 block: blocks Epstein-Barr virus glycoprotein 42 binding | Q1HVG2 | inhibition, % (tested at 21.74 µM) | AID 1085 | hit rate 0.42% among 220,000 | Fluorescence polarization binding assay, mP read-out; in the data active = inhibition above about 50%
# Target sequence (Q1HVG2 whole entry, looked up): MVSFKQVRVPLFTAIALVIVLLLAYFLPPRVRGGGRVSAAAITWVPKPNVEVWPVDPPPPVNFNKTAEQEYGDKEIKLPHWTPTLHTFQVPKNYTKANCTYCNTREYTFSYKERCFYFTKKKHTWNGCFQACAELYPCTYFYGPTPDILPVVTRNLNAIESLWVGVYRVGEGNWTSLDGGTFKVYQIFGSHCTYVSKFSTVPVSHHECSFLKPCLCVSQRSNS
# MDM2 E3 inh: blocks human Mdm2 ubiquitin ligase activity. signal enhancement, % at 5 µM. hit rate 0.11% among 210,000. Q00987. cell-based MDM2 ubiquitination luciferase reporter, 2 h; 0 = plate control, 100 = twice control, blank-subtracted. AID 1230;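 active = signal enhancement of 30% or more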;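 note: luminescence tracks abundance of the self-degrading MDM2-luciferase fusion protein; higher signal means inhibition of MDM2 E3 ligase activity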
#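 System: stable MDM2–luciferase fusion reporter cells / Input: 2000 cells seeded into each well / Schedule: 4 h settle plus 2 h compound, 37 °C / Compound: single-point 5 µM / Buffer or medium: cells held in DMEM / Benchmarks: control and blank well means / Evaluation: percent signal gain over controls, blank-subtracted / Measured by: luciferase luminescence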
# 14-3-3 Bad PPI: disrupts binding of bovine 14-3-3 zeta to phospho-Bad peptide; P63103; TR-FRET 14-3-3zeta/Dy647-pBad peptide displacement, 1 h; inhibition, % at 21.7 µM; hit rate 0.71% among 220,000;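 active = inhibition above about 70%, limit read from the data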;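 note: 0% = full 14-3-3 plus peptide FRET controls and 100% = background without 14-3-3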
# Target sequence (P63103 whole entry, looked up): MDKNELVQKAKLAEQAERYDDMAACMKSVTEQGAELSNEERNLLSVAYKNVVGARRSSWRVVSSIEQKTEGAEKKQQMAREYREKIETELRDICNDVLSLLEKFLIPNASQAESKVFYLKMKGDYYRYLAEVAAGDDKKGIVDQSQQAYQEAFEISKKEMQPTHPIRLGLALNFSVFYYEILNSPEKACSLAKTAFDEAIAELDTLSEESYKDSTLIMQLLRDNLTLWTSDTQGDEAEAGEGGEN
# Runt-SMMHC FRET: Runt domain-CBFb-SMMHC interaction inhibition. Q01196+Q13951. Cerulean-Runt/Venus-CBFb-SMMHC FRET ratio 530/480, 1 h. inhibition, % at 20 µM. hit rate 0.74% among 220,000. AID 1434;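 active = mean inhibition across duplicate retests at 20 µM reaching about 50%, limit read from the data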;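 note: 0% = DMSO wells and 100% = wells with excess untagged CBFb-SMMHC; inhibitors lower the FRET ratio by blocking Runt binding to CBFb-SMMHC; some results filed as inactive read as strong as hits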
# Runt-CBFb FRET: inhibitors of human RUNX1 Runt domain binding to CBFb; Cerulean-Runt/Venus-CBFb FRET ratio 530/480, 1 h; Q01196+Q13951; inhibition, % at 20 µM; hit rate 0.46% among 220,000; AID 1496;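 active = inhibition over about 50% at 20 µM in the single-dose screen, limit read from the data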;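 note: 0% = DMSO wells and 100% = excess unlabeled CBFb competitor control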
#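 Doses: 20 µM compound in 1% DMSO | Material: Cerulean-labeled Runt domain protein | Amount: Each fluorescent fusion protein 100 nM | Schedule: Two 1 h room-temperature incubations shielded from light | Measured by: FRET fluorescence | Evaluation: Loss of energy transfer signal | Controls: Unlabeled CBFb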
# Hck-Nef inh: human Hck-Nef kinase inhibition | hit rate 0.68% among 220,000 | P08631 | Recombinant Hck-YEEI plus Nef, Z-Lyte FRET kinase assay | inhibition, % at 20 µM;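 active = Hck-Nef kinase inhibition above about 50%, limit read from the data; inactive = inhibition below that limit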;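 note: 0% = DMSO with Hck plus Nef and 100% = Hck alone without Nef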
# Active calls of the source: *; / = not tested or not shown; [ ] = dose if it differs, or a comment.
1) COc1ccc(OC)c(CN2C(=O)CCC2(C)C(=O)NC2CCCCCC2)c1 (configuration not stated)
2) CN(C)S(=O)(=O)N1CCCC(C(=O)c2ccc(-c3ccccc3)c(F)c2)C1 (configuration not stated)
3) COC(=O)c1cccc(NC(=O)CSc2nnc(COc3cccc(C)c3)n2C)c1
4) Cc1ccc(-c2cc(C(=O)NCc3ccccn3)c3ccccc3n2)cc1C
5) CCCCNC(=O)c1cc(C)nc2ccccc12
assay / entry,1,2,3,4,5
zVAD death inh,0.1,61,0.0,0.3,0.2
NCF1 inh,0,-7,-46,-34,-20
TbHK1 inh,-2,-6,37,-8,-9
Hck-Nef inh,0,10,2,0,6
Runt-SMMHC FRET,-2,-3,-4,-2,-2
MDM2 E3 inh,-1,-14,-14,-16,-8
Runt-CBFb FRET,1,-2,-4,-5,-1
14-3-3 Bad PPI,-1,9,-8,1[fluorescence artefact?],1
EBV gp42 block,2,4,-23,-2,-7

# Four compounds out of the list, arranged by molar mass, descending.
3) COC(=O)c1cccc(NC(=O)CSc2nnc(COc3cccc(C)c3)n2C)c1
2) CN(C)S(=O)(=O)N1CCCC(C(=O)c2ccc(-c3ccccc3)c(F)c2)C1 (configuration not stated)
1) COc1ccc(OC)c(CN2C(=O)CCC2(C)C(=O)NC2CCCCCC2)c1 (configuration not stated)
4) Cc1ccc(-c2cc(C(=O)NCc3ccccn3)c3ccccc3n2)cc1C
assay / entry,3,2,1,4
zVAD death inh,0.0,61,0.1,0.3
NCF1 inh,-46,-7,0,-34
TbHK1 inh,37,-6,-2,-8
Hck-Nef inh,2,10,0,0
Runt-SMMHC FRET,-4,-3,-2,-2
MDM2 E3 inh,-14,-14,-1,-16
Runt-CBFb FRET,-4,-2,1,-5
14-3-3 Bad PPI,-8,9,-1,1[fluorescence artefact?]
EBV gp42 block,-23,4,2,-2

# (cont.)
6) O=C(c1ccoc1)N1CCC(CO)(CCc2ccccc2)CC1
7) CCN(CC)C(=O)CSc1nnc2nnc3cc(C)ccc3n12
8) Oc1ccc(/C=N/NC(=S)N/N=C/c2ccc(O)cc2)cc1
9) CCN(NC(=O)C(O)(c1ccccc1)c1ccccc1)C(=O)c1ccccc1
10) CCOC(=O)c1sc(C)c2c1NC(C)(c1cccs1)NC2=O (configuration not stated)
assay / entry,6,7,8,9,10
zVAD death inh,-0.9,0.1,7.0,-0.4,0.0
NCF1 inh,-3,5,-38,-5,1
TbHK1 inh,-7,-25,-55,17,-1
Hck-Nef inh,5,-27,28,3,0
Runt-SMMHC FRET,1,-155,13,4,1
MDM2 E3 inh,-1,-8,-36,-20,15
Runt-CBFb FRET,1,-173,15,1,0
14-3-3 Bad PPI,-3,-1,-12,-5,3
EBV gp42 block,-8,31,-4,-4,-9

11) N#CC1=C(N)OC2=C(C(=O)CCC2)C1c1ccccc1 (configuration not stated)
12) COc1ccccc1NS(=O)(=O)c1ccccc1C#N
13) Nc1cc(N2CCOCC2)c(Cl)cc1[N+](=O)[O-]
14) COc1ccc(S(=O)(=O)Cc2ccc(C(=O)N3CCCC3)o2)cc1
15) O=C(Nc1ccc(C(F)(F)F)cc1)c1cc(-c2cccnc2)nc2ccc(Br)cc12
assay / entry,11,12,13,14,15
zVAD death inh,-0.5,0.1,1.3,0.8,0.1
NCF1 inh,-8,-5,-7,-10,-16
TbHK1 inh,1,0,-5,-6,-16
Hck-Nef inh,2,-1,18,2,18
Runt-SMMHC FRET,-2,2,2,-6,-5
MDM2 E3 inh,-19,-4,-4,-7,-26
Runt-CBFb FRET,-3,1,-1,0,-6
14-3-3 Bad PPI,-17,2[fluorescence artefact?],-2,3,10
EBV gp42 block,7,-10,-16,-16,2

# Profiles as entered above. Order of values: zVAD death inh	NCF1 inh	TbHK1 inh	Hck-Nef inh	Runt-SMMHC FRET	MDM2 E3 inh	Runt-CBFb FRET	14-3-3 Bad PPI	EBV gp42 block
# Results for CCN(CC)C(=O)CSc1nnc2nnc3cc(C)ccc3n12 → 0.1	5	-25	-27	-155	-8	-173	-1	31
# Results for CCCCNC(=O)c1cc(C)nc2ccccc12 → 0.2	-20	-9	6	-2	-8	-1	1	-7
# Results for COC(=O)c1cccc(NC(=O)CSc2nnc(COc3cccc(C)c3)n2C)c1 → 0.0	-46	37	2	-4	-14	-4	-8	-23
# Results for Oc1ccc(/C=N/NC(=S)N/N=C/c2ccc(O)cc2)cc1 → 7.0	-38	-55	28	13	-36	15	-12	-4
# Results for COc1ccc(S(=O)(=O)Cc2ccc(C(=O)N3CCCC3)o2)cc1 → 0.8	-10	-6	2	-6	-7	0	3	-16

# Looked up above:
# cpd 11 in 14-3-3 Bad PPI → -17
# cpd 9 in NCF1 inh → -5
# cpd 3 in TbHK1 inh → 37
# cpd 7 in 14-3-3 Bad PPI → -1

# Going on with the list.
16) Cc1cc(C)c(C(=O)COC(=O)c2cccnc2Cl)c(C)c1
17) COc1ccc(N=C2C(=Nc3ccc(OC)cc3)N(c3ccc(N(C)C)cc3)C(=S)N2c2ccc(OC)cc2)cc1
18) COc1cc(NS(=O)(=O)c2ccc(Br)cc2)c(OC)cc1NC(=O)c1ccco1
19) Clc1cccc(-c2cc3nc4c(c(N5CCN(c6cnccn6)CC5)n3n2)CCCC4)c1
20) Cc1cc(NC(=O)CSc2nc3cc(C(=O)NCCCOC(C)C)ccc3c(=O)n2Cc2ccco2)no1
assay / entry,16,17,18,19,20
zVAD death inh,4.7,23,-0.2,0.0,3.3
NCF1 inh,-3,-1,-1,-1,4
TbHK1 inh,-1,-19,-12,-24,3
Hck-Nef inh,24,-20,-1,-6,18
Runt-SMMHC FRET,-2,-1,0,-2,-4
MDM2 E3 inh,6,-21,-10,-26,-10
Runt-CBFb FRET,-2,-1,1,-8,-1
14-3-3 Bad PPI,-25,-8,-2,3,12
EBV gp42 block,7,-1,-6,-3,-9

21) CC(C)(C)C(=O)COC(=O)CCc1nc2ccccc2[nH]c1=O
22) Cc1cccc(NC(=O)c2c(-c3ccccc3)noc2C)n1
23) NC(=O)C1(N2CCCCC2)CCN(C(=O)c2cccn3c(=O)c4cc(Cl)ccc4nc23)CC1
24) NC(=O)N/N=C/C=C/c1ccccc1
25) Cc1nnc(Cl)c2nn(-c3ccccc3)c(C)c12
26) COc1ccc(-c2cc(C(F)(F)F)nc(SCC(=O)N3CCOCC3)n2)cc1OC
27) CCn1c(=O)cc(SCC(=O)NCc2ccco2)c2ccccc21
28) Cc1ncoc1C(=O)N1CCCC(C(=O)c2ccc(-c3ccccc3)c(F)c2)C1 (configuration not stated)
assay / entry,21,22,23,24,25,26,27,28
zVAD death inh,4.7,1.6,1.0,-1.4,1.0,-0.8,-0.2,0.9
NCF1 inh,-2,0,-76,0,-16,-1,-4,-10
TbHK1 inh,-20,4,-15,-6,-2,-25,-4,-13
Hck-Nef inh,14,-4,4,11,2,6,6,7
Runt-SMMHC FRET,-4,3,4,-2,-6,-2,0,-1
MDM2 E3 inh,0,3,-9,-26,-14,-4,1,-6
Runt-CBFb FRET,2,4,1,0,-2,-3,41,-4
14-3-3 Bad PPI,-4,-5,-4,4,0,-8,/,1
EBV gp42 block,-8,-4,-15,-2,-23,-7,-15,-5

# Compound activity as filed in PubChem BioAssay.

# This is a random part of the collection, and some 3.2% of all compounds hit somewhere here.
